Source: PubChem (National Center for Advancing Translational Sciences (NCATS))
Lipid storage S3 = qHTS Assay for Lipid Storage Modulators in Drosophila S3 Cells; Drosophila S3 cells, BODIPY lipid droplet fluorescence, 18-24 h; cells fed with added oleic acid; Potency in µM for hits, for the others lipid storage change, negative = inhibition, % at the top dose, mostly 46.1 µM; 0.64% of 320,000 active; active means well fitted inhibition curve with a large enough effect in the signal ratio, with a control signal flat, not every such curve was filed as active; inconclusive means small, poorly fitted or top-dose-only effect, or effect the other way, or a change in a side signal; the % refers to the signal ratio
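Drosophila S3 cells loaded with oleic acid (400 uM, as added) and compounds at several concentrations; lipid droplets imaged by 488-nm laser-scanning cytometry, 500–530 nm intensity and object ratio to cell channel. Percent activity normalized to 20 uM Triacsin C.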
Lipid storage S3 cell count max = further read-out of Lipid storage S3, marked with its call; cell number change, %; measured here: cell count max response;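 cells counted by Cell Tracker Red CMTPX staining in the red channel; peak over a dose series mostly up to 46.1 µM; percent activity relative to internal control wells on each plate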
* hit, by the source's call; i = inactive; ? = inconclusive; nt = not tested or not shown. On the % scale 0 is the no-effect control and ±100 the full control effect; potency means the concentration at half of the fitted maximal effect. The list is partial; the hit share may differ from the screen's.

Results follow in this order: Lipid storage S3 | Lipid storage S3 cell count max
CC(=O)c1ccccc1NC(=O)COC(=O)Cc1cccc(C(F)(F)F)c1
→ ? | nt
Cc1cccc(-c2nnc(SCC(=O)N3c4ccccc4CCc4ccccc43)n2C)c1
→ ? | nt
COc1ccc(NC(=O)CC2Oc3ccc(C)cc3NC2=O)cc1 (stereo not given)
→ ? | nt
Cc1cc(=O)oc2c(C)c(OCC(=O)N3CCN(c4cccc(Cl)c4)CC3)ccc12
→ ? | nt
COc1ccc(OC)c(CN2CCN(C(=O)c3cccc(S(=O)(=O)Nc4ccc(C)cc4)c3)CC2)c1
→ ? | nt
O=C(Cc1coc2ccc3ccccc3c12)N1CCc2ccccc21
→ ? | nt
COC(=O)[C@H](C)[C@@H]1C[C@@]1(C)[C@@H](NC(=O)OCc1ccccc1)c1ccccc1
→ ? | nt
Cc1ccc(-n2c(Cl)c(Cl)nc(Cl)c2=O)cc1
→ ? | nt
COC(=O)[C@@H]1C[C@@]2(O)[C@@H](O)[C@@H](O)[C@@H](O)C[C@H]2N1CC1CCCCC1
→ ? | nt
Cc1ccc(N/N=C/c2c(C)c(C#N)c(=O)n(C)c2O)cc1C
→ i | -4.1
CCOc1ccccc1N(CC(=O)Nc1ccccc1C(=O)N1CCOCC1)S(C)(=O)=O
→ 1.8% | -12.5
COc1cc(CN2CCC(Oc3cc(C(=O)NC4CC4)ccc3OC)CC2)cc(OC)c1
→ ? | nt
CCC(O)CNc1nc(SC)nc2sc3c(c12)CCN(C)C3 (stereo not given)
→ -3.8% | 14.2
O=S(=O)(c1ccc(Br)cc1)c1cnc2ccccc2n1
→ ? | nt
Cc1ccc(SCC(=O)N/N=C/c2ccco2)cc1
→ 4.9% | 2.4
CN(Cc1ccccc1)C(=O)C1CCN(S(C)(=O)=O)CC1
→ ? | nt
CN(C(=O)COC(=O)c1cccc(NS(=O)(=O)c2ccc(F)c(F)c2)c1)C1CCS(=O)(=O)C1 (stereo not given)
→ ? | nt
NC(=O)c1ccccc1NC(=O)N1CCOCC1
→ ? | nt
O=C(COc1ccc(Br)cc1CO)Nc1ccccc1F
→ ? | nt
COc1cccc(-c2nc(CS(=O)(=O)CC(=O)NCCCN3C(C)CCCC3C)c(C)o2)c1 (stereo not given)
→ ? | nt
O=C(Nc1nc2ccc(Cl)cc2s1)c1cccc(N2C(=O)CCC2=O)c1
→ ? | nt
S=C(Nc1ccccc1)Nc1ccc2cn[nH]c2c1
→ 7.9% | nt
COc1cc(/C=C(\C#N)C(=O)NCC2CCCO2)ccc1OCCC(C)C (stereo not given)
→ -8.5% | -15.2
O=C(CCN1CCOCC1)Nc1cccc(Br)c1
→ ? | nt
CCOC(=O)c1cc(-c2cccnc2)nn1-c1ccccn1
→ ? | nt
Cc1csc(Nc2ccc(Cl)cc2)[n+]1-c1ccc(Cl)cc1
→ ? | nt
N#CC1=C2SCN(c3ccccc3)CN2C(=O)CC1c1cccs1 (stereo not given)
→ ? | nt
O=C(NCCCN1CCOCC1)c1cc(-c2ccccc2)on1
→ 21.1% | -2.6
O=c1cc(-c2ccccc2Cl)oc2ccc([N+](=O)[O-])c(O)c12
→ ? | nt
COc1ccc(COC(=O)C2=C(C)NC(=O)NC2c2ccc(F)cc2)cc1 (stereo not given)
→ i | 7.3

Arranged by value in Lipid storage S3 cell count max (highest first): 3 of the compounds above.
molecule,Lipid storage S3 cell count max
COc1ccc(COC(=O)C2=C(C)NC(=O)NC2c2ccc(F)cc2)cc1 (stereo not given),7.3
O=C(NCCCN1CCOCC1)c1cc(-c2ccccc2)on1,-2.6
COc1cc(/C=C(\C#N)C(=O)NCC2CCCO2)ccc1OCCC(C)C (stereo not given),-15.2

(further entries)
Results follow in this order: Lipid storage S3 | Lipid storage S3 cell count max
CCCCn1c(CN2CCOCC2)nc2c1c(=O)n(C)c(=O)n2C
→ i | nt
COc1ccc(CCNC(=O)C2CCN(c3nccc(C)n3)CC2)cc1
→ 13.8% | 5.7
CCNC(=S)NNC(=O)c1cc(-c2ccccc2C)nc2ccccc12
→ ? | nt
Cc1cc(C)nc(Nc2n[nH]c(-c3ccccc3Cl)n2)n1
→ ? | nt
CCCc1cc(=O)[nH]c2nnc(SCC(=O)NC3CCCCC3)n12
→ 20.4% | 13.3
O=C(CCC1CCCC1)N1CCN(S(=O)(=O)Cc2ccccc2)CC1
→ 8.8% | 1.9
CCOc1ccccc1-n1c(=S)sc2c(=O)n(-c3ccccc3)c(=S)[nH]c21
→ 3.5% | nt
CC1(CC(=O)O)C(=O)N=C2C=CC=CN21 (stereo not given)
→ 1.7% | 4.1
O=C(c1cc(-c2ccccc2)on1)N1CCCC1
→ 23.0% | 13.5
Brc1ccc(CNCc2cccs2)cc1
→ ? | nt

4 structures already listed, sorted by count of non-hydrogen atoms, low to high:
Results follow in this order: Lipid storage S3 | Lipid storage S3 cell count max
Brc1ccc(CNCc2cccs2)cc1
→ ? | nt
CCCCn1c(CN2CCOCC2)nc2c1c(=O)n(C)c(=O)n2C
→ i | nt
CCNC(=S)NNC(=O)c1cc(-c2ccccc2C)nc2ccccc12
→ ? | nt
CCOc1ccccc1-n1c(=S)sc2c(=O)n(-c3ccccc3)c(=S)[nH]c21
→ 3.5% | nt

(further entries)
Results follow in this order: Lipid storage S3 | Lipid storage S3 cell count max
CCOC1(c2ccccc2)OC(=O)c2ccccc21 (stereo not given)
→ -2.5% | 5.8
O=C(O)c1ccc(N/N=C/C=C/c2ccc([N+](=O)[O-])o2)cc1
→ ? | nt
CS(=O)(=O)c1cccc(-c2nnc(NC(=O)CCS(=O)(=O)c3ccccc3)o2)c1
→ ? | nt
O=C(Nc1ccc(C(=O)N2CCCCC2)cc1)c1ccc([N+](=O)[O-])cc1
→ ? | nt
CC(C)C[C@H](NC(=O)NCc1ccc(F)cc1)C(=O)O
→ ? | nt
Cc1ccc(C(=O)Nc2cccc(S(=O)(=O)N3CCCC3)c2)o1
→ ? | nt
CCCCCCN1C(=O)C(O)=C(C(C)=O)C1c1ccccc1[N+](=O)[O-] (stereo not given)
→ ? | nt
O=C(Nc1c(C(=O)O)oc2ccc(Br)cc12)c1ccccc1
→ ? | nt
CCOc1ncccc1C(=O)Nc1ccccc1C(=O)NCc1ccc2c(c1)OCO2
→ ? | nt
CCc1ccc(NC(=O)Nc2cnccn2)cc1
→ 23.0% | 8.7
CCOC(=O)C(C)n1cnc2scc(-c3ccc(C)cc3)c2c1=O (stereo not given)
→ ? | nt
CN(CC(=O)Nc1ccccc1Br)C(=O)COc1cccc2c1OC(C)(C)C2
→ 20.7% | nt
COC(=O)CSc1nc2sc3c(c2c(=O)n1-c1ccccc1)CCN(C)C3
→ ? | nt
OCCOCCNc1ncnc2c1c(-c1ccccc1)cn2-c1ccccc1
→ ? | nt
COc1ccc(OC)c(S(=O)(=O)NCc2ccccc2)c1
→ 5.7% | -3.1
CCSC1(SCC)N=C(N)C2(C#N)C(c3ccccc3)NC3=C(CCC3)C12C#N (stereo not given)
→ i | 23.6
O=C1c2cc(F)ccc2-n2c1nc1ccccc1c2=O
→ 3.8% | 6.3
CC(C)CCn1c(SCc2ccc(Cl)cc2)nc2c1c(=O)[nH]c(=O)n2C
→ ? | nt
COn1c(=O)c(-c2cccs2)[n+]([O-])c2ccccc21
→ -0.1% | -13.2
CCN(CC(=O)Nc1c(F)cccc1F)C(=O)CSCC(=O)Nc1cc(C)on1
→ -9.5% | nt
NCCC(=O)N1c2ccccc2Sc2ccc(Cl)cc21
→ ? | nt
COc1ccc(C(=O)OCC(=O)NCc2ccccc2)c(OC)c1OC
→ ? | nt
O=C(N=C1SC2CS(=O)(=O)CC2N1c1ccc(Br)cc1)C1CCCO1 (stereo not given)
→ i | -4.5
Cc1cccc(C)c1NC(=O)c1cc(-c2ccccn2)nc2ccccc12
→ ? | nt
O=C(NN=C1CCCC1)c1cc(Cl)cc(Cl)c1O
→ -13.8% | -6.9
CC1CCc2sc(C(=O)NCc3ccc(F)cc3)cc2C1 (stereo not given)
→ ? | nt
O=C(NCCCn1ccnc1)/C(=C\c1cccnc1)NC(=O)c1ccco1
→ ? | nt
COc1cc(/C=N/NC(=O)Cn2nnc3ccccc32)ccc1O
→ ? | nt
Cc1ccc(C2c3c(C)nn(-c4ccc([N+](=O)[O-])cc4)c3N=C3C(=O)Nc4ccccc4N32)cc1 (stereo not given)
→ ? | nt
CCc1ccc(-n2c(SCC(=O)Nc3ccc(C(=O)O)cc3)nnc2-c2ccncc2)cc1
→ ? | nt
CCCN(CCC)S(=O)(=O)c1ccc(C(=O)Nc2nc(-c3ccccc3)c(C(=O)OCC)s2)cc1
→ -1.3% | 10.6
COC(=O)c1ccc(NC(=O)C2CCN(C(=O)c3cc(OC)c(OC)c(OC)c3)CC2)cc1
→ ? | nt
CCOC(=O)N1CCN(C(=O)c2ccccc2NC(C)=O)CC1
→ -6.2% | 28.6
CCCN1C(=O)/C(=C/c2ccc(N3CCCC3)c(C)c2)NC1=S
→ ? | nt
COC(=O)C1=C(C)NC2=C(C(=O)CC(C)(C)C2)C1c1cccc(C)n1 (stereo not given)
→ ? | nt
CCn1cc(CNC(=O)c2cc(Cl)ccc2OC)c(C)n1
→ ? | nt
CC(C)CN(C(=O)c1ccc(S(=O)(=O)N2CCCCC2)cc1)C1CCS(=O)(=O)C1 (stereo not given)
→ i | nt
C=CCN1C=C2C(=O)C(C)(OC(=O)c3ccc(OC)cc3)C(=O)C(c3ccco3)=C2C=C1CCCC (stereo not given)
→ -8.7% | -4.8
Cc1nnc(NC(=O)CSc2ncc(-c3ccccc3)[nH]2)s1
→ ? | nt
CSc1ccccc1NC(=O)Nc1ccc(F)c(Cl)c1
→ 0.2% | 8.1
C=CCn1c(SCC(=O)Nc2cccc(C(=O)OC)c2)nnc1C(C)NC(=O)c1cccs1 (stereo not given)
→ ? | nt
Cc1ccc(C(=O)Nc2cc([N+](=O)[O-])ccc2C)cc1
→ 9.3% | 19.0
CCOc1ccc(/C=C2\SC(N3CCc4ccccc4C3)=NC2=O)cc1
→ ? | nt
O=C(COc1ccccc1F)NCc1nc2ccccc2[nH]1
→ i | nt
CC(C)c1ccc(C(O)P(=O)(OC2CCCCC2)OC2CCCCC2)cc1 (stereo not given)
→ -1.3% | -16.8
CCCCn1nc(C(=O)NC2=NCCS2)c2ccccc2c1=O
→ ? | nt
CSCC[C@H](NC(=O)[C@H](Cc1ccccc1)n1c(=O)[nH]c2ccccc2c1=O)C(=O)N1CCC[C@@H]1C(=O)O
→ ? | nt
CNc1c([N+](=O)[O-])cnn1-c1ccc(Cl)cc1Cl
→ ? | nt
N#Cc1cn(-c2ccccc2)nc1-c1ccc2c(c1)OCCO2
→ ? | nt
COC(=O)/C(=C\C(=O)c1ccccc1)Nc1cccc(C(F)(F)F)c1
→ ? | nt

Continued.
Results follow in this order: Lipid storage S3 | Lipid storage S3 cell count max
Cc1ccc(NC(=O)C(C)N2C(=O)c3ccccc3C2=O)nc1 (stereo not given)
→ ? | nt
Cc1noc(C)c1S(=O)(=O)Nc1ccccc1N1CCOCC1
→ -15.8% | -5.5
Cc1ccc(NC(=O)CCC(=O)NNC(=O)C(c2ccccc2)c2ccccc2)c(C)c1
→ -21.8% | nt
O=C(NCc1ccccc1Cl)C1CCN(c2ncnc3c2nc2n3CCCCC2)CC1
→ ? | nt
Cc1nc2nc(SCC(=O)O)nn2c(C)c1Cc1ccccc1Cl
→ 12.3% | nt
COc1ccc(Cc2nc3ccc(C(=O)NCCc4ccccn4)cc3o2)cc1OC
→ ? | nt
CC1CCN(C(=O)CN2C(=O)C(C)(C)Oc3ccc(C(=O)NC4CCCC4)cc32)CC1
→ i | nt
CN1CCN(S(=O)(=O)c2ccc(N(C)CC(=O)Nc3ccc(F)cc3)nc2)CC1
→ ? | nt
O=C(NCc1ccco1)C(c1ccccc1)N(Cc1cccnc1)C(=O)Cn1nnc2ccccc21 (stereo not given)
→ ? | nt
COc1cc(OC)c(OC)cc1C=NCC1(c2ccccc2)CCCC1
→ -3.4% | 1.6
C(=N\Nc1nncc2ccccc12)/c1ccccn1
→ ? | nt
Cc1ccc(SCC(=O)NC(=O)NCCC(C)C)c(C)c1
→ ? | nt
N#Cc1c2c(c(-n3cnc4ccccc43)n3c1nc1ccccc13)CCC2
→ -2.9% | 3.4
Cc1ccc(S(=O)(=O)N2CCN(C(=O)Cn3nc(C)c([N+](=O)[O-])c3C)CC2)cc1
→ ? | nt
O=C(NCc1cn2ccccc2n1)c1ccc2c(c1)OCO2
→ ? | nt
Cc1ccc(SCc2cc(=O)[nH]c(Nc3nc(C)c4ccccc4n3)n2)cc1
→ i | -5.7
C[C@H]1CCC(=O)N([C@H](CC#N)Cc2ccccc2)CC1
→ ? | nt
Nc1cccc(Cl)c1N1CCOCC1
→ 2.5% | -5.3
O=C(CSc1cccc[n+]1[O-])N1CCCCCC1
→ ? | nt
COc1cc(/C=N/NC(=O)c2c(-c3ccccc3)noc2C)ccc1O
→ ? | nt
CCC(=O)Nc1ccc(S(=O)(=O)N2CCOCC2)cc1
→ i | nt
N#Cc1ccccc1NC(=O)c1ccc2c(Cl)c3c(nc2c1)CCCC3
→ ? | nt
O=C(NCCCn1ccnc1)c1cc(S(=O)(=O)N2CCOCC2)c(Cl)cc1Cl
→ ? | nt
CCC(=O)N1CCc2cc(Br)cc(S(=O)(=O)NCC3CCCN3CC)c21 (stereo not given)
→ ? | nt
